Screening data from PubChem BioAssay.
AGP1 TOR yeast = alters AGP1-GFP fluorescence in TOR pathway yeast screen | GFP response vs DMSO, % at 10 µM | S. cerevisiae AGP1-GFP multiplex flow cytometry, 3 h; GFP as percent of DMSO wells | 0.02% of 320,000 active;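 active = GFP response relative to DMSO above a set limit, near screen average plus 3 SD, cut at about 150% in these data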;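 note: median GFP channel fluorescence of the gated AGP1 strain per well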
MEP2 TOR yeast = modulators of TOR pathway MEP2-GFP in S. cerevisiae | 0.51% of 330,000 active | GFP response vs DMSO, % at 10 µM | AID 2016 | S. cerevisiae MEP2-GFP strain, flow cytometry GFP, 3 h; 100% = DMSO control level;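 active = GFP response versus DMSO above a set limit, roughly screen mean plus 3 SD, cut at about 180% in these data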;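 note: median GFP fluorescence of the barcode-gated MEP2-GFP cells per well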
Yeast superoxide = lowers age-related superoxide in aged yeast cells; S. cerevisiae aged cells, superoxide DHE fluorescence; active compounds read low; superoxide response (% of plate mean), % at 10 µM; 0.18% of 330,000 active; AID 2690;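 active = superoxide response under a set limit, about three screen SD below normal, cut at about 65% in these data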;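 note: yeast aged for seven days with compound at 30 °C before DHE staining; 100% = average MFI of all compound-treated wells on the plate with controls excluded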
Efflux pump mplx = inhibitors of Candida antifungal efflux pumps expressed in yeast; inhibition, % at 10 µM; 0.44% of 330,000 active; S. cerevisiae Candida pump triplex, Nile Red efflux;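 active = plate passing quality check with inhibition over a set limit, or well fluorescence over plate mean plus 4 SD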;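 note: Nile Red retained in pooled yeast measured as flow cytometry median fluorescence; 0% = buffer negative control and 100% = Enniatin B positive control; higher means more Nile Red kept so more efflux inhibition; some compounds called inactive have numbers as strong as hits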
LAP4-GFP MLPCN = modulators of TOR pathway LAP4-GFP in S. cerevisiae; S. cerevisiae LAP4-GFP multiplex, flow cytometry GFP, 3 h; median GFP as percent of DMSO wells; GFP response vs DMSO, % at 10 µM; 0.34% of 320,000 active;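 active = GFP response vs DMSO above a set limit, about the screen mean plus 3 SD, cut at about 150% in these data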
CIT2-GFP yeast = alters CIT2-GFP fluorescence in TOR pathway yeast screen; S. cerevisiae CIT2-GFP strain, flow cytometry, 3 h; 100 means same as DMSO wells; GFP response vs DMSO, % at 10 µM; 0.065% of 320,000 active; AID 2029;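 active = GFP response relative to DMSO above a set limit, near the screen mean plus 3 SD, cut at about 150% in these data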;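 note: ratio of well median GFP fluorescence to mean of DMSO wells on the plate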
RPL19A-GFP yeast = yeast TOR pathway RPL19A-GFP modulation; S. cerevisiae RPL19A-GFP strain, flow cytometry, 3 h; active compounds read low; percent response vs DMSO, % at 10 µM; 0.3% of 330,000 active;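 active = percent response vs DMSO below 50%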;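 note: median channel GFP fluorescence of the barcoded RPL19A-GFP strain; ratio of sample median GFP to plate DMSO average so 100% = DMSO; lower means less RPL19A-GFP as with rapamycin TOR inhibition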
AHR act = activates the human aryl hydrocarbon receptor; activation, % at 5 µM; P35869; AHR-responsive luciferase reporter cells, luminescence; 2.5% of 320,000 active; in the data active = activation above about 47%;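 note: 0% = vehicle wells and 100% = reference agonist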
Target sequence (P35869 whole entry, looked up): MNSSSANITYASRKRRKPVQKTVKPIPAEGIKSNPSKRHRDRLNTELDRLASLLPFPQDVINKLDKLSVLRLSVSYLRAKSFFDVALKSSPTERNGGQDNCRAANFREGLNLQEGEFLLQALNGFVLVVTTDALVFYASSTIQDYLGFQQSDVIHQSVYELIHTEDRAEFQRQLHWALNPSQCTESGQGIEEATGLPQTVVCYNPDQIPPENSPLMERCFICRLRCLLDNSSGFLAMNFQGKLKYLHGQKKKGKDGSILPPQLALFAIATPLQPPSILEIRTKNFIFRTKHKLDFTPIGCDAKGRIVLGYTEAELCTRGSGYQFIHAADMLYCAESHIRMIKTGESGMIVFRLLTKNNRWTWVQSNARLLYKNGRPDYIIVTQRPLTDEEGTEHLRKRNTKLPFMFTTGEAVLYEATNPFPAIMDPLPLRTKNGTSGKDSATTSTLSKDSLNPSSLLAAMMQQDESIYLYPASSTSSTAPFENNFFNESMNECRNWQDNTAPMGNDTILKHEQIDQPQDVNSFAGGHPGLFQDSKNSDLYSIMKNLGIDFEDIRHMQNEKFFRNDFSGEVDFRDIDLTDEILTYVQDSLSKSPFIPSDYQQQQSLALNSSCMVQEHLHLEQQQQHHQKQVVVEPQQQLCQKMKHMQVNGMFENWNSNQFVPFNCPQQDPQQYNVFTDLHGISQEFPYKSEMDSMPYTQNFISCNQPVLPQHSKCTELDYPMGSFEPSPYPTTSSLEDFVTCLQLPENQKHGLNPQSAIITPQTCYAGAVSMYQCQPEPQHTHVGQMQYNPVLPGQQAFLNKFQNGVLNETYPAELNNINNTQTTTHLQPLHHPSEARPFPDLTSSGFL
The depositor's hits bear a star; / = no result given.

SMILES | AGP1 TOR yeast | MEP2 TOR yeast | Yeast superoxide | Efflux pump mplx | LAP4-GFP MLPCN | CIT2-GFP yeast | RPL19A-GFP yeast | AHR act
COc1ccc(F)cc1S(=O)(=O)N1CCCN(S(=O)(=O)c2cc(F)ccc2OC)CC1 | 96 | 97 | 109 | -0.2 | 105 | 96 | 99 | 10
CN(C)c1cccc(N(C)C)c1CNC(=O)C(C)(C)C | 103 | 105 | 103 | 0.0 | 111 | 101 | 99 | -1
O=C(O)[C@H](Cc1ccccc1)NC(=O)C(c1ccccc1)(c1ccccc1)c1ccccc1 | 89 | 94 | 104 | 0.1 | 96 | 83 | 98 | 1
Fc1ccccc1N1CCN(Cc2cc(-c3ccccc3)on2)CC1 | 103 | 102 | 87 | -0.1 | 112 | 97 | 97 | 0
O=C(COc1ccc(Cl)cc1)NCC(=O)N1CCC2(CC1)NCCc1[nH]cnc12 | 94 | 90 | 97 | 0.2 | 93 | 101 | 97 | 0
COc1cc2c(cc1OC)C1Cc3ccc(OC)c(OC)c3C[N+]1([O-])CC2 (configuration not stated) | 93 | 97 | 101 | -0.1 | 123 | 74 | 105 | -3
O=C1C=C(c2cc3ccccc3s2)C[C@@H](c2ccc(Cl)cc2)C1 | 110 | 104 | 88 | -0.5 | 109 | 107 | 106 | 0
COc1cc(Nc2ccc(S(N)(=O)=O)cc2)c([N+](=O)[O-])nc1[N+](=O)[O-] | 97 | 105 | 105 | 0.1 | 89 | 93 | 104 | -1
COc1cc(/C=N/NC(=O)c2c(-c3ccccc3)noc2C)ccc1O | 93 | 104 | 99 | -0.1 | 76 | 106 | / | 3
N#Cc1ccccc1CSc1nnc(-c2ccncc2)o1 | 93 | 107 | 80 | 1.1 | 92 | 99 | 103 | 13
CC(=O)Oc1ccc(C(=O)Nc2cccc3c2CCCC3)cc1 | 111 | 106 | 98 | 0.0 | 87 | 116 | 106 | 2
Cc1ccccc1-n1cc(CNC(=O)CCc2nnc(CCc3ccccc3)o2)cn1 | 97 | 100 | 105 | 0.3 | 95 | 93 | 104 | 4
O=C(CS(=O)(=O)c1ccccc1)Nc1cccnc1 | 90 | 99 | 95 | -0.1 | 99 | 99 | 97 | 2
COC(=O)[C@@H]1C[C@@]2(O)[C@H](O)[C@H](O)[C@H](O)C[C@H]2N1CC1CC1 | 101 | 103 | 98 | -0.1 | 95 | 102 | 97 | 2
O=C(CCN1C(=O)/C(=C/c2ccco2)SC1=S)Nc1ccc(C(=O)O)c(O)c1 | 100 | 94 | 97 | 0.2 | 114 | 99 | 88 | -1
O=C1NN(c2cccc(Br)c2)C(=O)/C1=C\c1ccc(O)cc1 | 113 | 110 | 99 | 0.1 | 107 | 121 | 105 | 0
Cc1oc(-c2ccccc2)cc1C(=O)Nc1cccc(C(=O)O)c1 | 101 | 102 | 132 | 0.0 | 100 | 93 | 96 | 2
CC(C)(C)C(=O)Nc1ccc(N=Nc2ccccc2)cc1 | 95 | 105 | 97 | 0.0 | 119 | 90 | 98 | -7
Cc1ccc(/C=C(\NC(=O)c2ccccc2)C(=O)NCCc2ccccn2)o1 | 98 | 107 | 99 | 0.1 | 97 | 97 | 103 | 5
CC1CCN(C(=O)CSc2nnc(Cn3c(=O)sc4ccccc43)n2C)CC1 | 99 | 105 | 101 | 0.2 | 102 | 98 | 99 | 0

Quoted at random: 4 entries already listed, in no set order.
SMILES | AGP1 TOR yeast | MEP2 TOR yeast | Yeast superoxide | Efflux pump mplx | LAP4-GFP MLPCN | CIT2-GFP yeast | RPL19A-GFP yeast | AHR act
COC(=O)[C@@H]1C[C@@]2(O)[C@H](O)[C@H](O)[C@H](O)C[C@H]2N1CC1CC1 | 101 | 103 | 98 | -0.1 | 95 | 102 | 97 | 2
COc1cc(Nc2ccc(S(N)(=O)=O)cc2)c([N+](=O)[O-])nc1[N+](=O)[O-] | 97 | 105 | 105 | 0.1 | 89 | 93 | 104 | -1
Cc1oc(-c2ccccc2)cc1C(=O)Nc1cccc(C(=O)O)c1 | 101 | 102 | 132 | 0.0 | 100 | 93 | 96 | 2
Cc1ccccc1-n1cc(CNC(=O)CCc2nnc(CCc3ccccc3)o2)cn1 | 97 | 100 | 105 | 0.3 | 95 | 93 | 104 | 4

Laid out differently: results already given
SMILES	AGP1 TOR yeast	MEP2 TOR yeast	Yeast superoxide	Efflux pump mplx	LAP4-GFP MLPCN	CIT2-GFP yeast	RPL19A-GFP yeast	AHR act
N#Cc1ccccc1CSc1nnc(-c2ccncc2)o1	93	107	80	1.1	92	99	103	13
Cc1ccc(/C=C(\NC(=O)c2ccccc2)C(=O)NCCc2ccccn2)o1	98	107	99	0.1	97	97	103	5

Carrying on:
SMILES | AGP1 TOR yeast | MEP2 TOR yeast | Yeast superoxide | Efflux pump mplx | LAP4-GFP MLPCN | CIT2-GFP yeast | RPL19A-GFP yeast | AHR act
COCC(=O)N/N=C(\C)CC(=O)NCc1ccco1 | 104 | 104 | 101 | -0.1 | 120 | 103 | 104 | 1
CC(NCC(O)c1ccc([N+](=O)[O-])cc1)C12CC3CC(CC(C3)C1)C2 (configuration not stated) | 105 | 102 | 81 | 0.1 | 114 | 98 | 101 | 1
O=CN/C=C/c1cc(O)ccc1O | 110 | 107 | 113 | 0.0 | 107 | 111 | 104 | 0
Cc1c(NC(=O)c2cccnc2Cl)c(=O)n(-c2ccccc2)n1C | 102 | 115 | 88 | 0.1 | 106 | 97 | 112 | 0
Cc1nnc(SCC(=O)NCc2ccc(Cl)cc2)[nH]c1=O | 103 | 100 | 94 | 0.0 | 103 | 98 | 99 | 1
Cc1ccc(S(=O)(=O)N2[C@@H](c3ccccc3F)C(C(=O)O)=CC[C@H]2c2ccc(Cl)c(Cl)c2)cc1 | 89 | 86 | 92 | 0.1 | 137 | 115 | 101 | -1
CC(C)(C)c1ccc(Oc2ccc(NC(=O)c3cccs3)cn2)cc1 | 107 | 111 | 107 | -0.1 | 120 | 104 | 99 | -6
O=C(COC(=O)COc1ccc2ccccc2c1)Nc1cc(C(F)(F)F)ccc1N1CCOCC1 | 92 | 106 | 104 | 0.4 | 94 | 101 | 102 | 1
CC(=O)c1ccc(C(=O)N2CCCC(CNC(=O)c3ccccc3Cl)C2)cc1 (configuration not stated) | 96 | 91 | 95 | -0.1 | 96 | 92 | 95 | -1
Cc1cc(C)cc(NC(=O)Nc2ccc(S(=O)(=O)Nc3cc(C)on3)cc2)c1 | 113 | 102 | 94 | 0.1 | 121 | 119 | 103 | 4
COc1ccc(C(=O)Nc2ccc(C(=O)O)cc2NC(=O)c2ccc(OC)cc2)cc1 | 92 | 108 | 100 | -0.2 | 109 | 101 | 103 | /
O=C(Nc1ccccn1)c1ccc(Br)c(S(=O)(=O)N2CCCCC2)c1 | 98 | 125 | 86 | -0.1 | 106 | 98 | 98 | 1
CCCCOc1ccc(C2C(C(=O)c3ccc(C)o3)=C(O)C(=O)N2CC2CCCO2)cc1 (configuration not stated) | 93 | 98 | 95 | -4.3 | 90 | 96 | 99 | -3
COc1cc(NC(=O)CN2CC(c3ccccc3)CC2=O)cc(OC)c1 (configuration not stated) | 104 | 113 | 100 | -0.1 | 99 | 101 | 101 | 5
CCN(CC(=O)NC(C)C)C(=O)Cc1ccc(C)c(C)c1 | 115 | 103 | 93 | -0.3 | 103 | 121 | 104 | -1
O=C(OCC(=O)c1ccc[nH]1)c1ccc(Cl)c(Cl)c1 | 95 | 97 | 116 | 0.7 | 110 | 83 | 99 | 0
O=C(N/N=C/c1cccn1-c1cccc(C(=O)O)c1)Nc1ccccc1 | 96 | 98 | 91 | 0.4 | 100 | 95 | 98 | 18
Clc1ccc(-n2ncc3c(N4CCCC4)ncnc32)cc1 | 92 | 106 | 92 | -0.4 | 104 | 106 | 96 | 15
Cn1c(Cl)c(/C=N/OC(=O)c2ccc(Cl)cc2)c2ccccc21 | 99 | 96 | 97 | -0.1 | 98 | 96 | 95 | 0
Cc1[nH][nH]c(=O)c1C(c1c(C)[nH][nH]c1=O)c1cn(Cc2ccc(F)cc2)c2ccccc12 | 91 | 96 | 123 | 0.6 | 94 | 87 | 92 | 9

Look-ups from the list.
RPL19A-GFP yeast, O=C(OCC(=O)c1ccc[nH]1)c1ccc(Cl)c(Cl)c1 → 99
CIT2-GFP yeast, COc1ccc(C(=O)Nc2ccc(C(=O)O)cc2NC(=O)c2ccc(OC)cc2)cc1 → 101
Yeast superoxide, CC(NCC(O)c1ccc([N+](=O)[O-])cc1)C12CC3CC(CC(C3)C1)C2 (configuration not stated) → 81
CIT2-GFP yeast, Cc1c(NC(=O)c2cccnc2Cl)c(=O)n(-c2ccccc2)n1C → 97
MEP2 TOR yeast, Cc1ccc(S(=O)(=O)N2[C@@H](c3ccccc3F)C(C(=O)O)=CC[C@H]2c2ccc(Cl)c(Cl)c2)cc1 → 86

(more compounds)
SMILES | AGP1 TOR yeast | MEP2 TOR yeast | Yeast superoxide | Efflux pump mplx | LAP4-GFP MLPCN | CIT2-GFP yeast | RPL19A-GFP yeast | AHR act
COc1ccc(-c2cc(CNS(=O)(=O)c3ccc(NC(C)=O)cc3)on2)cc1 | 84 | 87 | 119 | -0.1 | 76 | 97 | 90 | -2
O=C(NCC1CC1)c1ccc2c(c1)S(=O)(=O)c1cc(Cl)ccc1C2=O | 97 | 103 | 89 | -0.2 | 107 | 92 | 94 | 10
O=C(CSc1nc2c(sc3ccccc32)c(=O)n1CCCN1CCCC1)NCc1ccccc1 | 115 | 99 | 89 | 0.0 | 105 | 107 | 95 | 2
CCN(C)c1ccc(/C=N\n2nnnc2N)cc1 | 96 | 102 | 99 | 0.2 | 99 | 80 | 94 | 31
Fc1ccc(COc2cccc3cccnc23)cc1 | 99 | 106 | 111 | 0.3 | 103 | 91 | 96 | 10
CC(C)(C)C1CCC2(CC1)C(C#N)=C(SCC(=O)Nc1ccccc1)NC(=O)C2C#N (configuration not stated) | 102 | 92 | 95 | 0.1 | 92 | 99 | 97 | 3
CCn1c(C)nc2cc(C(=O)OCCC(F)(F)F)ccc21 | 100 | 102 | 88 | -0.1 | 93 | 102 | 99 | -1
N#Cc1c(N)c(C(=O)c2ccccc2)n2c1CCCC2 | 94 | 99 | 89 | 0.0 | 99 | 106 | 94 | 11
CCCc1nn(C)c2c1C(c1cccnc1)C(C#N)=C(N)O2 (configuration not stated) | 97 | 101 | 93 | 0.2 | 101 | 98 | 98 | 1
O=S(=O)(NC(=NCc1ccccc1)c1ccccc1)c1ccccc1 | 110 | 100 | 98 | -0.1 | 97 | 106 | 108 | -1
O=c1[nH]c(CN2CCN(S(=O)(=O)c3ccc4ccccc4c3)CC2)nc2ccccc12 | 98 | 99 | 100 | 0.3 | 90 | 93 | 96 | 0
COc1ccc(CCNC(=O)COc2ccc(S(=O)(=O)NC(C)C)cc2)cc1OC | 96 | 100 | 107 | 0.0 | 98 | 91 | 93 | -1
CC(O)CSc1nc2c(c(=O)n(C)c(=O)n2C)n1CCCc1ccccc1 (configuration not stated) | 93 | 93 | 89 | 0.1 | 91 | 93 | 96 | 2
CC(C(=O)Nc1ccc(C(N)=O)cc1)N1C(=O)c2ccccc2S1(=O)=O (configuration not stated) | 107 | 103 | 100 | 0.2 | 101 | 98 | 100 | 3
O=C(NCc1cccs1)c1cnc2ccccn2c1=O | 117 | 110 | 105 | -0.3 | 112 | 111 | 110 | 3
COc1cc(CCC(=O)Nc2cc(C)cc(C)c2)cc(OC)c1OC | 102 | 108 | 110 | 0.0 | 107 | 109 | 98 | 0
CN1CCN(c2ccc(CNS(=O)(=O)Cc3ccc(Cl)cc3)cc2)CC1 | / | 106 | 89 | -0.1 | / | / | 99 | 6
O=c1[nH]ncc(N/N=C\c2ccc(O)cc2O)c1Cl | 97 | 105 | 80 | -0.3 | 98 | 100 | 99 | 0
COc1ccc(Oc2c(Cl)cnn(-c3ccc(Cl)c(Cl)c3)c2=O)cc1 | 102 | 98 | 119 | -0.1 | 99 | 85 | 100 | 2

Hits appear at their usual frequency, and some 3.9% of all compounds hit somewhere here.
